Screening results deposited in PubChem by several laboratories.
NALP1 inh: NALP1 inflammasome inhibitors in reconstituted yeast, colorimetric, S. cerevisiae, triplicate retest; S. cerevisiae NALP1/ASC/caspase-1 growth, X-gal OD620, 72 h; AID 2071, 2009; inhibition, % at 10 µM; 0.61% of 280,000 active; in the data active means inhibition mostly above about 24%, no sharp cut-off; inactive means mostly below about 32%; further: some compounds called inactive have numbers as strong as hits
MEKK3 PB1 HTS: modulators of MEKK3-MEK5 PB1 binding, primary screen, biochemical, wildtype MEKK3, multiplex bead flow cytometry, Alexa488-MEK5; AID 1529, 2009; binding response (% of control), % at 10 µM; Mitogen-activated protein kinase kinase kinase 3 (Homo sapiens), Q99759; 1.4% of 290,000 active; bead-based flow cytometry, Alexa488-MEK5 binding to MEKK3; actives lie on both sides; 0 = blocked by unlabeled MEK5, 100 = vehicle;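 active means binding response more than 3 SD above or below the average of its plate-row segment, actives on both sides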;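 further: Alexa488 bead fluorescence after subtracting the streptavidin-only scavenger bead signal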
Target sequence (Q99759 whole entry, looked up): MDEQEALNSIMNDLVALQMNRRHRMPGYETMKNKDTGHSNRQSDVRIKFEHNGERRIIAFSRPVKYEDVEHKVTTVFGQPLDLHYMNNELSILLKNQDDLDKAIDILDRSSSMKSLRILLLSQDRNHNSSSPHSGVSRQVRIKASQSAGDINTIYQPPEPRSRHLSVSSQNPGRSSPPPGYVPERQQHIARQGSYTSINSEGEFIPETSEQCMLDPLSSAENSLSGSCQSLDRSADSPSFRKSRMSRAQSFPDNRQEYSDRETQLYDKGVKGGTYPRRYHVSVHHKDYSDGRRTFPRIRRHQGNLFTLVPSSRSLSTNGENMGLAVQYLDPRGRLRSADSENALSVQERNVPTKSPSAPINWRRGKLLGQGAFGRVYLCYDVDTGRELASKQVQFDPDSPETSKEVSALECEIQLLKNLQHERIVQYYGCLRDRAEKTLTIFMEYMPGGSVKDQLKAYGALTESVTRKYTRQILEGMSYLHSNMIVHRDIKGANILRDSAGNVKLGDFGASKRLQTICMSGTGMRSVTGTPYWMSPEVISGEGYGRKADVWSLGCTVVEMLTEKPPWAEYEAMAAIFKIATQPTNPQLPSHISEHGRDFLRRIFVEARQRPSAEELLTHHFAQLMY
MEKK2 mut-MEK5: MEK5 binding signal on mutant MEKK2 PB1, primary screen, biochemical, multiplex bead flow cytometry, Alexa488-MEK5 | Alexa488-MEK5 binding to MEKK2 mutant | percent response, % at 10 µM | 0.35% of 290,000 active | AID 1530, 2009; in the data active means percent response above about 24%, passing the limit was not always enough; further: inactives centre near 1; some results filed as inactive read as strong as hits; reference of the scale not given here
UBC9 SUMO inh: inhibitors of in vitro SUMOylation cascade, primary screen, biochemical, HTRF, uHTS; HTRF SUMOylation assay, SAE1/SAE2 + UBC9; 0.36% of 290,000 active; inhibition, % at 35 µM; in the data active means inhibition above about 50%, passing the limit was not always enough; further: strong numbers were not always called active
Target sequence (P63279 whole entry, looked up): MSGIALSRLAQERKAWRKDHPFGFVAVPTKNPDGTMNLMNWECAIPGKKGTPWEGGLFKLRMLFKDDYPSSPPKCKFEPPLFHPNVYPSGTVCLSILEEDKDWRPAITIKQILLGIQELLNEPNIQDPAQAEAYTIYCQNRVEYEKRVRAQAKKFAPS
pCIP destab: p/CIP-EGFP fusion destabilizers, primary screen, fluorescence, F442A cells; Q05BA5; 16 h; decrease of EGFP signal, % at 10 µM; 0.01% of 290,000 active;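 active means EGFP signal decrease of at least 30% at 10 µM or well 3 SD below plate mean, unless failing retest; inactive means the rest, including hits failing retest or dose response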; further: some compounds called inactive have numbers as strong as hits; many of its hits are not listed in these tables
PfM18AAP inh: PfM18AAP inhibitors, malaria aminopeptidase, primary screen, biochemical, QFRET, recombinant enzyme | M18 aspartyl aminopeptidase (Plasmodium falciparum 3D7) | H-Glu-NHMec fluorogenic cleavage | inhibition, % at 7.35 µM | 1.2% of 290,000 active | AID 1822, 2009;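 active means inhibition above the campaign mean inhibition over all tested compounds plus 3 SD, cut at about 28% in these data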;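 further: 0% = plate median of test compound wells and 100% = 2 mM ZnCl2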
MEKK2 WT-MEK5: modulators of MEK5 binding to wildtype MEKK2, primary screen, biochemical, multiplex bead flow cytometry, Alexa488-MEK5 | Mitogen-activated protein kinase kinase kinase 2 (Homo sapiens), Q9Y2U5 | Alexa488-MEK5 binding to MEKK2 WT; actives lie on both sides | binding response (% of control), % at 10 µM | 1.1% of 290,000 active | AID 1531, 2009; in the data active means binding response below about 67% or above about 130%
IDE inh: human IDE inhibitors in live cells, primary screen, fluorescence polarization, HEK cells, FAbetaB substrate. FAbetaB cleavage. Insulin-degrading enzyme (Homo sapiens), P14735. inhibition, % at 5.59 µM. 0.41% of 320,000 active;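 active means percent inhibition above the average of all tested compounds plus 3 SD, set per screening campaign, cut at about 16% in these data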;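 further: IDE supplied by intact live HEK cells; FP after avidin binding of uncleaved biotin substrate so inhibition keeps polarization high; 0% = DMSO wells and 100% = 60 µM reference IDE inhibitor Ii1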
IDE cell activ: human IDE activators in live cells, primary screen, fluorescence polarization, HEK cells, FAbeta-B substrate | AID 493087, 2011 | 0.073% of 340,000 active | FAbeta-B cleavage; 0% vehicle, 100% cell-free pure enzyme wells | activation, % at 5.96 µM;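 active means activation above the mean of all tested compounds plus 3 SD, set per screening campaign, cut at about 17% in these data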
* marks the source's active call; other numbers are inactive results; · = no result given. These rows are one share of the data; rates above refer to the full screens.

NALP1 inh	MEKK3 PB1 HTS	MEKK2 mut-MEK5	UBC9 SUMO inh	pCIP destab	PfM18AAP inh	MEKK2 WT-MEK5	IDE inh	IDE cell activ	SMILES
3	104	3	12	-19	1	104	-2	2	CCOc1ccc(-n2nnnc2SCC(=O)NC2CCCC2)cc1
32	104	3	6	9	5	103	-2	6	O=C(CCN1C(=O)C2C3C=CC(C3)C2C1=O)NCC1CCCO1 (stereo unspecified)
30	101	3	9	-10	4	99	1	5	CN(C)C(=S)Nc1ccc2c(c1)OCCO2
6	102	-1	12	0	-5	101	5	3	COC(=O)c1ccc(OC)c(CSc2nnc(COc3cccc(C)c3)o2)c1
10	100	2	16	-4	7	98	-8	·	COc1ccc(Nc2nc(NCc3ccco3)nc(N)c2[N+](=O)[O-])cc1
·	86	-4	·	·	·	89	-1	0	C#Cc1ccc([C@H]2C=C(C(=O)OCC=C)O[C@@H](OCCCCO)C2)cc1
11	101	11	2	-2	-1	106	2	1	O=C1C2CC=C(Cl)CC2C(=O)N1CCN1CCOCC1 (stereo unspecified)
23	110	7	11	-14	-14	105	-5	4	Cc1ccc(C)c(OCCn2nnc3ccccc32)c1
44*	97	-2	-4	0	-2	97	-4	5	CCCc1nnc(NC(=O)CN2C(=O)c3ccccc3C2=O)s1
·	92	-13	-16	-4	1	98	-3	2	COCCNC(=O)C(=O)NCC1OCCN1S(=O)(=O)c1cccs1 (stereo unspecified)

Later entries
NALP1 inh	MEKK3 PB1 HTS	MEKK2 mut-MEK5	UBC9 SUMO inh	pCIP destab	PfM18AAP inh	MEKK2 WT-MEK5	IDE inh	IDE cell activ	SMILES
21	85	-17	2	-1	-1	88	-4	1	CCC(=O)N(C)CCc1cc2c(c(OC)c1/C=N/NC(=O)c1ccncc1)OCO2
30	87	2	4	-4	-1	103	-3	1	CCN(CC)CCOC(=O)C1(C2CCCCC2)CCCCC1
-6	106	-1	0	1	3	106	4	5	O=C(/C=C\c1ccc2c(c1)OCO2)NC1(C(=O)Nc2ccc3c(c2)OCO3)CCCCC1
1	102	10	-6	-108	37*	104	4	3	O=[N+]([O-])c1ccc(N/N=C/c2c[nH]c3ccccc23)cc1
-12	103	4	18	-9	-22	102	5	1	CC(=O)Nc1ccc(S(=O)(=O)NCCSCc2ccco2)cc1
20	111	7	16	-3	-5	109	2	0	CC1=C(C(=O)Nc2ccccc2C)C(c2ccccc2)NC(=O)N1 (stereo unspecified)
8	98	2	9	1	-16	101	3	0	O=c1c2[nH]c3ccc(F)cc3c2nc2n1CCS2
1	104	-1	6	-1	-8	105	4	10	Cc1ccnc(NS(=O)(=O)c2ccc(NS(=O)(=O)c3cccs3)cc2)n1
·	77	-1	13	-15	27	95	-1	2	CC1CCCC(C)N1C(=O)COC(=O)C(Cc1ccccc1)NC(=O)c1cccs1 (stereo unspecified)
-4	101	6	5	0	2	102	7	0	O=C(Cn1c(=O)n(CCC(=O)N2CCCCC2)c(=O)c2sccc21)NCc1ccccc1

A run of entries from further up, for reference:
NALP1 inh	MEKK3 PB1 HTS	MEKK2 mut-MEK5	UBC9 SUMO inh	pCIP destab	PfM18AAP inh	MEKK2 WT-MEK5	IDE inh	IDE cell activ	SMILES
-6	106	-1	0	1	3	106	4	5	O=C(/C=C\c1ccc2c(c1)OCO2)NC1(C(=O)Nc2ccc3c(c2)OCO3)CCCCC1
1	102	10	-6	-108	37*	104	4	3	O=[N+]([O-])c1ccc(N/N=C/c2c[nH]c3ccccc23)cc1
-12	103	4	18	-9	-22	102	5	1	CC(=O)Nc1ccc(S(=O)(=O)NCCSCc2ccco2)cc1
20	111	7	16	-3	-5	109	2	0	CC1=C(C(=O)Nc2ccccc2C)C(c2ccccc2)NC(=O)N1 (stereo unspecified)

Next structures
NALP1 inh	MEKK3 PB1 HTS	MEKK2 mut-MEK5	UBC9 SUMO inh	pCIP destab	PfM18AAP inh	MEKK2 WT-MEK5	IDE inh	IDE cell activ	SMILES
-7	104	1	16	-2	0	100	6	-6	Clc1ccccc1/C=C/C=N/Nc1nc(N2CCOCC2)nc(N2CCOCC2)n1
-14	·	·	15	-3	7	·	6	-2	O=C(NCc1ccc2c(c1)OCO2)c1ccc(CS(=O)(=O)c2cccc(C(F)(F)F)c2)o1
26	105	-4	-4	-3	-12	103	-1	9	O=S(=O)(NC1CCCCC1N1CCN(c2ccc(F)cc2)CC1)c1ccc(Cl)cc1 (stereo unspecified)
-38	111	5	9	-2	-7	113	0	2	COc1cccc(-n2c(Cc3cc(=O)[nH]c(=O)[nH]3)nnc2SC(C)C)c1
-21	96	-8	-34	14	-8	89	-2	-1	Cc1ccc(NC(=O)CCCN2C(=S)NC(C)(C)CC2C)cc1 (stereo unspecified)
14	102	1	13	-4	13	98	-3	0	O=C(c1cc2ccccc2cc1O)N1CCCC(C(F)(F)F)C1 (stereo unspecified)
2	103	2	-17	-1	2	99	-2	-2	CCc1ccccc1NC(=O)/C(C#N)=C\c1ccc(Sc2ccccc2)o1
33	103	2	10	4	-2	97	1	1	Cc1ccc(C)c(-c2cc(C(=O)NN3CCOCC3)c3ccccc3n2)c1
18	105	-1	17	-6	-15	108	3	-4	O=C(CN1CCC(NC(=O)c2ccco2)CC1)Nc1ccccc1C(F)(F)F
-3	105	2	6	-3	-5	100	3	8	Cc1ccc(-n2c(Cc3cccs3)nnc2SCC(N)=O)cc1

(list continues)
NALP1 inh	MEKK3 PB1 HTS	MEKK2 mut-MEK5	UBC9 SUMO inh	pCIP destab	PfM18AAP inh	MEKK2 WT-MEK5	IDE inh	IDE cell activ	SMILES
-5	105	5	1	3	3	102	9	1	CC1(C)Cc2c(sc3nnn(CC(=O)Nc4ccccc4)c(=O)c23)CO1
14	97	-3	7	-16	0	93	1	-2	Cc1ccc(C(=O)N/C(=C/c2ccccc2)C(=O)NC(Cc2ccccc2)C(=O)O)cc1 (stereo unspecified)
36	99	9	-14	11	-6	105	6	1	COc1ccccc1/C=C/C(=O)Nc1ccc2c(c1)CCC2
5	101	6	-8	9	2	108	2	-3	CCOc1ccc(S(=O)(=O)N2CCOCC2)cc1NC(=O)C1CCC1
25	107	-1	-15	4	-5	103	3	2	COc1ccc(S(=O)(=O)N2CCOCC2)cc1NC(=O)COC(=O)C1COc2ccccc2O1 (stereo unspecified)
12	100	-6	7	-5	7	102	1	-1	Cc1cc(NC(=O)NC(=O)c2ccc(F)cc2F)n[nH]1
16	101	0	-4	-19	2	102	-1	3	COc1ccc(N/C=C/C(=O)C(F)(F)F)cc1
-6	109	5	-24	-10	1	109	-4	-1	COc1ccc(S(=O)(=O)NNC(=O)C2Cc3c(ccc4ccccc34)O2)cc1 (stereo unspecified)
-3	90	2	-45	2	·	84	4	2	Oc1ccc(C[C@@H]2CNC(=S)N2CCc2cc(C(F)(F)F)cc(C(F)(F)F)c2)cc1
-7	97	-8	0	19	-1	98	0	5	CCC1CCCCN1C(=O)c1ccc(OC)c(OC2CCN(C(C)C)CC2)c1 (stereo unspecified)

Following part:
NALP1 inh	MEKK3 PB1 HTS	MEKK2 mut-MEK5	UBC9 SUMO inh	pCIP destab	PfM18AAP inh	MEKK2 WT-MEK5	IDE inh	IDE cell activ	SMILES
10	103	1	2	8	-11	102	6	5	COc1ccc(OC)c(CNC(=O)c2coc(=O)c3ccccc23)c1
-2	104	5	24	-2	-5	105	-3	1	CC(C)(C)NC(=O)CSc1nnc(-c2ccccc2)c(-c2ccccc2)n1
16	104	0	2	-1	10	99	1	4	CCC1=NN(C(=O)c2cccc([N+](=O)[O-])c2)C(O)(c2ccc(C)cc2)C1 (stereo unspecified)
-10	104	4	6	0	1	106	8	6	COc1ccccc1CNC(=O)c1ccc2c(=O)n3c(nc2c1)CCCCC3
29	103	19	7	-12	-2	111	5	8	CCOc1nc(NC(=O)NC(=O)c2ccccc2)nc(-c2ccccc2)n1
1	87	-14	13	-8	3	87	-2	-3	C=CCn1cnc2sc(C(=O)Nc3ccccc3OC)c(C)c2c1=O
-2	105	10	12	-11	2	104	1	-2	Cc1nc2ccc(NS(=O)(=O)c3ccc(C)c(C)c3)cc2s1
5	101	-3	9	-10	-2	94	-4	-2	CC(C)C(=O)N1CCN(c2ccccc2NC(=O)Cc2ccc(Cl)cc2)CC1
17	103	-3	1	0	-3	100	6	3	O=C(CN1CCC(NC(=O)Nc2ccccc2)CC1)Nc1ccccc1F
12	97	-1	5	-5	3	94	1	3	Cc1cc(C)cc(NS(=O)(=O)c2cc3[nH]c(=O)c(=O)[nH]c3cc2C)c1

Additional structures follow.
NALP1 inh	MEKK3 PB1 HTS	MEKK2 mut-MEK5	UBC9 SUMO inh	pCIP destab	PfM18AAP inh	MEKK2 WT-MEK5	IDE inh	IDE cell activ	SMILES
6	94	-12	-9	1	16	88	3	1	COc1ccc(NC(=S)NCCc2ccc(S(N)(=O)=O)cc2)c(OC)c1
4	96	3	24	-8	-1	99	4	0	COCCn1c(=NC(=O)CCS(=O)(=O)c2ccccc2)sc2cc(C)ccc21
18	101	1	31	-14	-7	99	-5	6	CC(C)CNC(=O)c1cccc(NC(=O)c2ccco2)c1
-6	105	6	-8	4	1	107	3	2	O=C(NNC(=O)c1ccc[nH]1)c1cccc(C(F)(F)F)c1
-4	99	-11	-10	12	1	85	0	0	Cc1ccc(CNS(=O)(=O)NCc2cccs2)cc1
25	106	2	14	-14	-14	108	-1	6	Cc1ccc(C(=O)Nc2cccc3[nH]c(C(F)(F)F)nc23)cc1
5	107	4	4	3	5	106	11	3	COc1ccc(S(=O)(=O)N2CCN(C(=O)CCC3CCCC3)CC2)cc1
28	105	1	9	3	-7	103	2	6	COc1ccc(S(=O)(=O)N2CCOCC2)c(Cl)c1Cl
-1	96	-2	0	12	-1	102	-1	6	CN(C)C(/C=C/Nc1cccc([N+](=O)[O-])c1)=C(C#N)C#N
12	105	10	-3	3	-13	100	3	-4	COc1cc(NC(=O)c2cccc([N+](=O)[O-])c2)ccc1NC(=O)c1ccco1
43*	105	6	-2	-1	-6	110	-1	6	CCCCOC(=O)Nc1nnc(CC)s1
